Source: PubChem BioAssay (several laboratories)
CIT2-GFP yeast: yeast TOR pathway CIT2-GFP modulation. 320,000 compounds, 0.065% hits. GFP response vs DMSO, % at 10 µM. S. cerevisiae CIT2-GFP strain, flow cytometry, 3 h; 100 means same as DMSO wells. AID 2029;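 active = GFP response relative to DMSO above a set limit, near the screen mean plus 3 SD, cut at about 150% in these data; inconclusive = Fewer than 70 cells measured for a yeast strain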;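 note: ratio of well median GFP fluorescence to mean of DMSO wells on the plate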
GRK2 aptamer HTS: blocks RNA aptamer binding to human GRK2; P25098; bead flow cytometry, FAM-aptamer displacement from GRK2; inhibition of aptamer binding, % at 10 µM; 330,000 compounds, 0.59% hits; AID 488847;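 active = inhibition of aptamer binding above 40%, roughly 3 SD of noise, on plates passing a quality check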;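 note: median bead fluorescence of bound FAM aptamer so fluorescent compounds give negative values; no value below 0 was filed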
LAP4-GFP MLPCN: alters LAP4-GFP fluorescence in TOR pathway yeast screen | S. cerevisiae LAP4-GFP multiplex, flow cytometry GFP, 3 h; median GFP as percent of DMSO wells | GFP response vs DMSO, % at 10 µM | 320,000 compounds, 0.34% hits | AID 2023;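 active = GFP response vs DMSO above a set limit, about the screen mean plus 3 SD, cut at about 150% in these data; inconclusive = under 70 cell events counted for the yeast strain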
VLA-4 inh: inhibition in a human VLA-4 binding assay. inhibition, % (about 7 µM as worked out from the volumes in the protocol). VLA-4 expressing cells, ligand binding flow cytometry. 330,000 compounds, 0.2% hits. AID 2557; in the data active = inhibition above about 50%
Target sequence (P13612 whole entry, looked up): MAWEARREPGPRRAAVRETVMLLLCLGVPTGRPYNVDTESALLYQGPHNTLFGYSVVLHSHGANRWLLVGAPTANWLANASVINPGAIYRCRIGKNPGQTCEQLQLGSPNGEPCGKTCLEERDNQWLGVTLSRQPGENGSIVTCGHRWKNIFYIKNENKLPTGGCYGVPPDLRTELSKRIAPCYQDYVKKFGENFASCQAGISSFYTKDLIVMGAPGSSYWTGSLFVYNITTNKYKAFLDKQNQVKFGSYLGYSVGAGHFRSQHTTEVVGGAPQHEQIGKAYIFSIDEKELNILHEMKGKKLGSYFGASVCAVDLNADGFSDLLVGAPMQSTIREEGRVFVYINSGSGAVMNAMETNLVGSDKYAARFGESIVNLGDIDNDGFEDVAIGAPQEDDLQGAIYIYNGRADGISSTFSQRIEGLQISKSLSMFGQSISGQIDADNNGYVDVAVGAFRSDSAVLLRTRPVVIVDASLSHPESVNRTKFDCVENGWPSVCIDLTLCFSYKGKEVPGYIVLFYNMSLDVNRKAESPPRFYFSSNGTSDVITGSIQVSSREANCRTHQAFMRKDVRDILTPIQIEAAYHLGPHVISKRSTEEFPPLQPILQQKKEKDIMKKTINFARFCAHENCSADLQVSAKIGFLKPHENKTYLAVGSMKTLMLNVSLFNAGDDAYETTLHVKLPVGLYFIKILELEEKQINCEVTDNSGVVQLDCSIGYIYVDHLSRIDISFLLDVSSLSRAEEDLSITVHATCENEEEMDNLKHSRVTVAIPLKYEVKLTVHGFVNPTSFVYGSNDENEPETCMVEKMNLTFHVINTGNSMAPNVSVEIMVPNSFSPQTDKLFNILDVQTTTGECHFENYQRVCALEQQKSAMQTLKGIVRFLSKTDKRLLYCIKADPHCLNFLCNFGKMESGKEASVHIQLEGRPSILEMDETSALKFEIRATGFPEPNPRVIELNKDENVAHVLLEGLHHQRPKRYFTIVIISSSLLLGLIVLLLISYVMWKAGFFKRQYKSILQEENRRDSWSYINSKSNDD
RPL19A TOR yeast: modulators of TOR pathway RPL19A-GFP in S. cerevisiae | percent response vs DMSO, % at 10 µM | S. cerevisiae RPL19A-GFP strain, flow cytometry, 3 h; hits give low values | 330,000 compounds, 0.3% hits | AID 2025;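 active = percent response vs DMSO below 50%; inconclusive = fewer than 70 events counted for the yeast strain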;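 note: median channel GFP fluorescence of the barcoded RPL19A-GFP strain; ratio of sample median GFP to plate DMSO average so 100% = DMSO; lower means less RPL19A-GFP as with rapamycin TOR inhibition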
JMJD2C inh: inhibitors of human GASC-1 (JMJD2C) demethylase; GST-JMJD2C(1-420) H3K9me3 demethylation, DELFIA europium; inhibition, % at 2.35 µM; 330,000 compounds, 0.069% hits; AID 2099;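 active = more than half of a compound's replicate wells show inhibition beyond 50%, single wells judged on their own value; inconclusive = some, but no more than half, of replicates pass 50% inhibition; inactive = no replicate passes 50% inhibition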;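 note: signal counts dimethyl H3K9 product captured on neutravidin plate; 0% = median of DMSO wells and 100% = 0.3 times that DMSO median; strong numbers were not always called active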
MEP2 TOR yeast: yeast TOR pathway MEP2-GFP modulation | GFP response vs DMSO, % at 10 µM | AID 2016 | S. cerevisiae MEP2-GFP strain, flow cytometry GFP, 3 h; 100% = DMSO control level | 330,000 compounds, 0.51% hits;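 active = GFP response versus DMSO above a set limit, roughly screen mean plus 3 SD, cut at about 180% in these data; inconclusive = fewer than 70 cells counted for a yeast strain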;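 note: median GFP fluorescence of the barcode-gated MEP2-GFP cells per well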
AGP1-GFP MLPCN: alters AGP1-GFP fluorescence in TOR pathway yeast screen; S. cerevisiae AGP1-GFP multiplex flow cytometry, 3 h; GFP as percent of DMSO wells; GFP response vs DMSO, % at 10 µM; 320,000 compounds, 0.02% hits; AID 2066;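 active = GFP response relative to DMSO above a set limit, near screen average plus 3 SD, cut at about 150% in these data; inconclusive = fewer than 70 cells counted for the yeast strain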;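 note: median GFP channel fluorescence of the gated AGP1 strain per well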
An asterisk follows results filed as active; i = inactive; ? = inconclusive; · = no result given; & = joins results of further samples; [ ] = another dose, or the depositor's remark. Compounds were not picked by outcome; about 1.7% have a hit in one of these screens.

Start of the listing, in advance, two compounds:
CIT2-GFP yeast,GRK2 aptamer HTS,LAP4-GFP MLPCN,VLA-4 inh,RPL19A TOR yeast,JMJD2C inh,MEP2 TOR yeast,AGP1-GFP MLPCN,structure
99.2,0.0,93.8,10.7,98.8,-5.2,105.2,95.3,CC(=O)Nc1ccc(N2CCOCC2)c(Cl)c1
99.3,0.0,98.6,0.0,103.4,-1.6,110.2,107.8,COc1ccc(NC(=O)N2CCCCC2c2cccnc2)cc1 (centres undefined)

The listing (from the top)
CIT2-GFP yeast,GRK2 aptamer HTS,LAP4-GFP MLPCN,VLA-4 inh,RPL19A TOR yeast,JMJD2C inh,MEP2 TOR yeast,AGP1-GFP MLPCN,structure
99.2,0.0,93.8,10.7,98.8,-5.2,105.2,95.3,CC(=O)Nc1ccc(N2CCOCC2)c(Cl)c1
99.3,0.0,98.6,0.0,103.4,-1.6,110.2,107.8,COc1ccc(NC(=O)N2CCCCC2c2cccnc2)cc1 (centres undefined)
88.5,1.0,100.1,33.8,97.0,-10.0,102.8,93.7,O=C(CCCC(=O)OCC(=O)c1ccc(F)cc1)Nc1cc(C(F)(F)F)ccc1Cl
·,4.0,89.6,-0.9,93.0,15.6&10.0,102.5,96.7,CCc1nnc(NC(=O)CSc2nnc(COc3ccccc3)n2-c2ccc(C)cc2)s1
86.8,3.0,108.2,2.9,98.6,-1.0,99.3,104.2,COc1ccc(C)cc1NC(=O)CC1COc2ccccc2O1 (centres undefined)
88.7,3.0,100.0,27.9,95.9,-4.7,94.6,95.8,COCCN(Cc1cc2cc(C)ccc2n2nnnc12)C(=S)Nc1ccccc1C
101.1,0.0,97.2,-0.7,99.9,-1.9,101.9,105.6,COc1ccc(OC)c(-c2cc(C(=O)NCCN3CCOCC3)no2)c1
108.3,54.0*,119.2,4.4,102.0,-2.8,104.1,108.7,NS(=O)(=O)c1ccc(NC(=O)CN2CCN(S(=O)(=O)/C=C/c3ccccc3)CC2)cc1
100.2,0.0,100.8,0.8,98.3,-31.3,107.9,97.8,Cc1ccc([N+](=O)[O-])cc1S(=O)(=O)n1ccnc1C
105.8,0.0,102.7,-3.5,101.2,-7.9,101.1,96.8,CCCCCCNC(=O)Nc1ccccc1
102.5,4.0,96.6,14.1,100.8,0.4,103.9,116.4,Cc1nc2ccccn2c1C(=O)NCc1cccnc1
·,0.0,101.4,12.3,100.3,1.6,94.4,93.6,COc1ccc(-c2noc(-c3ccc(Br)o3)n2)cc1OC
100.5,0.0,106.3,-15.1,98.4,8.0,106.2,105.6,Cc1sc2nc(NCCO)[nH]c(=O)c2c1C
97.2,3.0,120.1,-2.3,105.5,-28.1,104.1,95.6,O=C(N/N=C(\c1ccccc1)c1cccnc1)c1cccc(F)c1
98.8,3.0,108.1,2.9,98.9,4.2,101.8,100.3,CC(/C=C/c1ccco1)=N\NC(=O)CNc1cccc(C)c1
98.8,2.0,97.6,0.6,96.4,-31.5,98.9,92.5,Cc1ccc(C(=O)Nc2cc3ccccc3oc2=O)cc1
101.2,41.0*,89.2,-7.2,98.1,7.1,107.4,94.6,CCc1ccc(NS(=O)(=O)c2ccc3[nH]cc(C(=O)N4CCc5ccccc54)c(=O)c3c2)cc1
80.0,1.0,98.6,6.9,95.3,-10.4,96.7,106.5,Nc1nnc(SCC(=O)Nc2cccc(S(=O)(=O)N3CCOCC3)c2)s1
92.0,2.0,95.2,9.2,93.5,-3.5,98.8,94.0,CC1CCCCC1NC(=S)Nc1cccc(S(=O)(=O)N(C)C)c1 (centres undefined)
98.1,6.0,98.6,4.7,105.0,-15.8,102.8,100.6,CCCOc1ccccc1C1C(C(=O)OC)=CN(C(C)C)C=C1C(=O)OC
101.3,1.0,97.6,4.6,102.2,-1.5,98.1,106.0,CCCn1c(SCC(=O)NC2CC2)nnc1-c1cccs1
103.5,0.0,98.2,11.3,102.9,14.8,112.1,98.6,O=C(CCCOc1ccccc1)NC1CCCc2ccccc21 (centres undefined)
90.0,2.0,94.8,10.5,91.0,1.6,95.9,99.9,CCOC(=O)[C@@H]1[C@H]2COc3cc(OC)ccc3[C@H]2N2C(=O)N(c3ccc(Cl)cc3)C(=O)[C@]12C
115.4,0.0,80.6,1.4,101.9,2.1,103.9,102.1,COc1ccc2[nH]cc(CCNC(=O)Cc3ccc(Br)cc3)c2c1
94.0,0.0,96.4,9.6,99.2,-5.6,94.0,90.1,C/C(=N\OCC(=O)Nc1ccccc1Br)c1cccs1
98.2,0.0,104.4,8.6,102.3,-18.7,108.0,102.8,COc1cc2c(cc1OC)CN(C(=O)C1CCCN1S(=O)(=O)c1ccc(F)cc1)CC2 (centres undefined)
107.6,0.0,100.4,10.6,97.1,-15.0,104.7,99.8,Cc1ccc(N2CC(C(=O)NC3=NCCS3)CC2=O)cc1C (centres undefined)
106.3,0.0,95.2,12.8,101.1,-9.5,106.4,105.7,CN1C(C(=O)NCC2CC2)CC2Cn3c(nc4cc(Cl)c(Cl)cc43)C21 (centres undefined)
84.3,1.0,93.3,20.4,95.2,10.2,95.4,94.6,Cn1c(SCC(=O)Nc2cccc(S(=O)(=O)NC3=NCCCCC3)c2)nnc1-c1ccccc1
115.6,0.0,107.8,-0.4,113.6,8.1,118.0,112.7,CC(C)C(NC(=O)COc1ccccc1)C(=O)O (centres undefined)
100.5,1.0,92.4,-2.0,93.5,-23.5,105.1,96.3,C=CCNC(=O)c1cn(CC)c2cc(N3CCN(C(=O)c4ccco4)CC3)c(F)cc2c1=O
96.2,3.0,112.6,-0.6,92.7,-4.0,102.9,99.4,C/C(=N\N1CCN(C2c3ccccc3-c3ccccc32)CC1)c1cccnc1
95.8,0.0,172.3*,-3.6,101.9,-1.9,97.7,96.1,Cc1ccc(/C=C2/NC(=O)N(Cc3ccccc3)C2=O)o1
101.6,1.0,93.9,-11.5,97.9,-4.9,103.5,98.8,CCc1ccc(NC(=O)C2CCN(S(=O)(=O)c3ccc4c(c3)NC(=O)C(C)S4)CC2)cc1 (centres undefined)
99.0,5.0,103.9,6.4,96.0,-6.9,101.9,98.0,Cc1c(NC(=O)C2CCN(S(=O)(=O)c3cccs3)CC2)c(=O)n(-c2ccccc2)n1C
93.2,1.0,89.2,10.0,95.8,0.1,96.9,94.8,CC(C)Cc1nnc(NC(=O)CCC(=O)N2CCN(S(=O)(=O)c3ccccc3)CC2)s1
96.2,0.0,97.0,5.4,97.6,0.9,94.0,94.5,O=C1NC2(CCCCC2)C(=O)N1CCN1C(=O)c2ccccc2C1=O
94.5,2.0,99.8,5.0,96.1,-6.2,96.8,103.7,CCOc1ccc(CNS(=O)(=O)c2ccc(-c3ccc(=O)[nH]n3)o2)cc1OC
96.8,0.0,85.5,-2.6,95.8,-4.2,99.7,89.5,CCc1ccc(NC(=O)COC(=O)/C(=C/c2ccccc2OC)c2ccccc2)cc1
90.1,0.0,105.2,2.9,104.6,-4.2,103.5,108.9,CCn1c(SCC(=O)Nc2ccccc2OC)nnc1-c1cnccn1
84.0,0.0,82.5,3.7,92.7,2.4,96.7,93.2,Cc1cccc(-n2c(SCC(=O)NCC3CCCO3)nc3ccccc3c2=O)c1C (centres undefined)
100.5,0.0,91.8,3.8,101.6,6.7,104.2,103.8,CCOc1ccccc1N(CC(=O)N1CCCC1)S(C)(=O)=O
?,1.0,110.1[may fluoresce violet],5.2,56.2[may fluoresce violet],14.6,189.1*[may fluoresce violet],25.0[may fluoresce violet],C/C(=N\NC(=O)c1cccnc1)c1ccc(-c2ccccc2)cc1
99.2,0.0,92.6,31.8,105.7,-2.8,103.0,93.8,O=c1c2cc(Cl)ccc2[nH]c(=S)n1Cc1ccccn1
97.0,0.0,106.2,-3.4,100.1,-21.9,99.6,102.3,Cn1ccnc1C(=O)c1cc(SCC(=O)NC2CC2)nc2ccccc12
82.3,2.0,91.1,-0.3,94.6,5.4,102.5,95.7,CCOC(=O)NCC(C)(C)CNC(=O)OCC
93.0,0.0,97.1,-3.5,100.1,-1.8,99.5,100.5,CCC(=O)NC(NC(=O)CC)C(Cl)Cl
91.5,1.0,103.7,-11.6,95.7,-29.3,99.8,100.6,O=c1cc(-c2ccccc2)c2ccc(O)cc2o1
105.0,1.0,88.9,9.0,105.2,-3.4,104.0,102.7,CC(=O)c1cnc(-c2ccccc2Cl)s1
99.9,0.0,101.1,0.8,102.0,-30.7,115.6,99.6,CCc1cc(/C(Cc2ccc3ccccc3n2)=N\O)c(O)cc1O

Continuation.
CIT2-GFP yeast,GRK2 aptamer HTS,LAP4-GFP MLPCN,VLA-4 inh,RPL19A TOR yeast,JMJD2C inh,MEP2 TOR yeast,AGP1-GFP MLPCN,structure
108.6,0.0,94.2,8.4,104.0,4.3,107.8,101.7,Oc1ccc(/C=N/Nc2ncc(Cl)cc2Cl)cc1
104.6,0.0,101.9,14.3,96.0,3.2,95.8,100.8,COc1ccc(/C=N/NC(=O)c2ccc3nc[nH]c3c2)cc1
104.8,0.0,107.4,-12.9,101.8,i,98.4,110.1,Cc1ccc(S(=O)(=O)N2CCC(C(=O)NCCN3CCCCCC3)CC2)cc1
101.3,1.0,110.2,-5.0,95.2,-5.8,95.8,105.0,COc1ccccc1NC(=O)c1ccc2nc(C)c(C)nc2c1
100.6,0.0,108.4,0.8,98.5,-6.2,102.0,108.6,CN(C)CCn1c(COc2ccccc2)nc2ccccc21
95.6,0.0,85.8,16.2,99.3,5.7,94.6,91.9,C1CCN(CCCNC2C3CC4CC(C3)CC2C4)C1 (centres undefined)
96.0,1.0,94.4,39.1,101.2,1.0,106.9,104.1,O=C(O)C1=C[C@@H](c2coc3ccccc3c2=O)C[C@@H](OCCCCO)O1
90.9,0.0,133.6,22.4,95.1,-2.4,95.6,106.7,Cc1ccccc1NC(=O)c1ccccn1
105.6,0.0,104.8,13.1,99.0,-2.0,104.2,108.8,O=C(CCC(=O)OCC(=O)c1ccc(Br)cc1)NC1CCCCC1
114.5,0.0,99.6,0.1,106.8,-12.2,114.1,109.0,Cc1nc2ccc(C(=O)N/N=C/c3ccc(O)cc3)cc2[nH]1
113.3,0.0,103.7,3.7,106.0,-3.2,109.4,110.6,N#C/C(=N\Nc1ccc(S(=O)(=O)N2CCCCC2)cc1)C(N)=S
108.8,0.0,95.1,1.1,101.6,6.8,106.6,107.6,COC(=O)CC1=C(C(=O)OC)C(c2ccncc2)C(C#N)=C(N)O1 (centres undefined)
99.5,0.0,105.8,-7.2,95.4,4.9,97.8,100.7,Cc1cc(C)c(-n2nnnc2SCC(=O)c2cccs2)c(C)c1
106.4,2.0,89.6,-21.5,97.0,1.1,93.0,93.6,CC(=O)Nc1ccc(NC(=O)N2CCCCC2)cc1
104.7,0.0,109.8,-6.5,100.5,6.6,103.5,101.5,Cc1ccc(NC(=S)NCCc2c[nH]c3ccccc23)c(C)c1
95.8,1.0,90.9,-3.8,90.7,-7.3,94.5,93.4,COc1ccc(CCNC(=O)CSc2nc3cc(Cl)ccc3o2)cc1OC
100.1,0.0,101.7,7.5,101.2,-10.5,100.1,96.2,Cc1ccc(C(=O)N/C(=C/c2cccnc2)C(=O)O)cc1
81.9,2.0,114.6,-22.1,88.2,-2.4,97.0,90.1,O=C(/C=C\c1ccccc1)Oc1cccc2cccnc12
95.7,0.0,108.4,-0.1,98.0,-8.9,106.9,105.0,CC(C)Oc1ccc(CCNC(=O)CC2C(=O)NCCN2C)cc1 (centres undefined)
102.7,0.0,105.8,3.3,96.9,-2.5,94.9,100.3,COc1ccc(-c2nc(C=O)cs2)cc1
100.6,4.0,108.2,-2.6,100.7,4.6,102.0,110.0,COc1cc(OC)cc(-n2nnnc2SCC(=O)NCc2cccs2)c1
